Screening results deposited in PubChem BioAssay by several laboratories.
human PMI inhibitors = MPI inhibition at elevated mannose 6-phosphate – biochemical, fluorescence intensity, high mannose 6-phosphate, primary screen (AID 1220); recombinant PMI enzyme, coupled fluorescence intensity; higher % means a stronger effect; inhibition, % at 20 µM, or IC50 in µM where a hit was titrated; 190,000 tested, 0.66% active
human PMI inhibition = MPI enzyme activity inhibition – biochemical, fluorescence intensity, coupled assay, primary screen (AID 1209); purified PMI enzyme, coupled fluorescence intensity; higher % means a stronger effect; one-dose inhibition, % at 20 µM; IC50 in µM for titrated hits; 190,000 tested, 0.42% active;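 further: plate controls were DMSO vehicle for no effect and wells lacking substrate for full effect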
P. falciparum M17LAP = P. falciparum M17LAP inhibitors, primary screen, biochemical, fluorogenic H-Leu-NHMec substrate, 1536-well (AID 1619); 220,000 tested, 0.38% active; recombinant M17LAP, H-Leu-NHMec fluorogenic kinetic assay; higher % means a stronger effect; inhibition, % at 30 µM; hits with a dose series show IC50 in µM;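 active means compound inhibiting the enzyme by more than half at any dose during confirmatory dose-response retesting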;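 further: plate controls were full reaction with DMSO carrier for no effect and no enzyme background for full effect; strong numbers were not always called active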
LYP phosphatase = PTPN22 lymphoid phosphatase activity blockers – biochemical, fluorescence intensity, uHTS (AID 1779). recombinant LYP phosphatase, fluorescence intensity; higher % means a stronger effect. inhibition, % at 11.5 µM, or IC50 in µM where a hit was titrated. 290,000 tested, 0.054% active;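 further: plate controls were vehicle with enzyme for no effect and no enzyme for full effect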
Yfh1-off respiration = enhancers of respiration in Yfh1-depleted yeast, dose response, Friedreich's ataxia, plus single-dose screen (AID 1465). S. cerevisiae Yfh1-off respiration, WST-1 reduction, 72 h; higher fold induction means a stronger effect. 220,000 tested, 0.074% active. one-dose fold induction at 50 µM; EC50 in µM for titrated hits;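 active means fold induction of absorbance versus untreated yeast above a set limit, then at least 30% activation at any dose in follow-up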;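 further: activators that raise dye reduction in frataxin-depleted yeast; strong numbers were not always called active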
XIAP displacement = small molecules displacing peptide from XIAP – biochemical, IAP family, fluorescence polarization (AID 1018) | XIAP BIR domain, fluorescence polarization peptide displacement; higher % means a stronger effect | 200,000 tested, 0.007% active | one-dose displacement, % at 20 µM; IC50 in µM for titrated hits; in the data active means displacement above about 50%; further: a part of the inactive calls stands beside numbers as strong as those of hits
TNAP activation fold = human TNAP enzyme activators, primary screen, biochemical, luminescent, no phosphate acceptor, uHTS (AID 1001); activation fold at 20 µM; hits with a dose series show EC50 in µM; 200,000 tested, 0.03% active; purified TNAP, luminescent activation assay, no phosphate acceptor; higher activation fold means a stronger effect; in the data active means activation fold from about 3, or a potency from the dose series; inactive means the rest, 99 in 100 with activation fold below about 1.6; further: many of its hits are not listed in these tables
P. falciparum M1AAP = P. falciparum M1AAP inhibitors, biochemical, fluorogenic H-Leu-NHMec substrate, 1536-well (AID 1445). inhibition, % at 30 µM, or IC50 in µM where a hit was titrated. recombinant M1AAP, H-Leu-NHMec fluorogenic kinetic assay; higher % means a stronger effect. 220,000 tested, 0.42% active;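 active means primary inhibition above the hit cutoff, then over 50% inhibition at one or more dose response concentrations, cut at about 23% in these data, passing the limit was not always enough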;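 further: plate controls were DMSO full reaction for no effect and no enzyme background for full effect; strong numbers were not always called active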
WT yeast gro inh = growth inhibition of WT yeast, mitochondrial fusion screen | mitochondrial fusion phenotypic screen, WT strain | 190,000 tested, 2.1% active | inhibition, % at 10 µM; in the data active means inhibition above about 58%; tested in S. cerevisiae
WT yeast gro inh mutant strain = second read-out of WT yeast gro inh, no call of its own (marks repeat the call); inhibition, %; mitochondrial fusion phenotypic screen, mutant strain inhibition
An asterisk follows results filed as active; i = inactive; x = not tested or not shown. Unless noted, no stated cut-off is given here; in the data, active means inhibition above about 50%; inactive means the rest. Compounds were not picked by outcome; 3.7% or so of the library scored in one or more.

mol	human PMI inhibition	WT yeast gro inh	Yfh1-off respiration	LYP phosphatase	WT yeast gro inh mutant strain	P. falciparum M17LAP	P. falciparum M1AAP	XIAP displacement	human PMI inhibitors	TNAP activation fold
COCCCNC(NC(=O)c1ccc(C)cc1)C(Cl)(Cl)Cl (stereo not given)	-2%	-5	x	-2%	-15	-3%	0%	-4.6%	-9%	1.1
CCCCC1(Cc2cccc([N+](=O)[O-])c2)C(=O)N(c2ccccc2)N(c2ccccc2)C1=O	15%	9	i	5%	4	1%	-5%	-1.9%	14%	1.1
O=C(/C=C/c1ccc(N2CCOCC2)cc1)c1ccccc1	11%	10	i	-5%	3	4%	8%	-6.5%	16%	0.9
CC12CC3CC(C)(C1)CC(C(=O)NCc1ccco1)(C3)C2	6%	0	i	-5%	7	-3%	-1%	-6.4%	7%	1.1
c1ccc(-n2nnnc2N2CCOCC2)cc1	5%	-19	i	-12%	9	4%	0%	-8.2%	6%	1.1
Oc1ccc(/C=N/Nc2ccc3ccccc3c2)c(O)c1	-45%	49	i	-2%	24	-2%	6%	-3.0%	-88%	1
Cn1c(=O)cc(SCC(=O)NCC2COc3ccccc3O2)c2ccccc21 (stereo not given)	7%	5	i	0%	4	-5%	1%	-3.2%	3%	1
O=C(/C=C/c1ccco1)N1CCCC(c2ccccc2)C1 (stereo not given)	15%	-10	i	3%	-7	-2%	9%	-3.4%	15%	1
CCN1CCN(CC(=O)c2c[nH]c3ccccc23)CC1	7%	-9	i	-7%	6	18%	4%	-4.8%	7%	1.1
CCN(CC)C1=NC=CC(c2ccccc2)=CC1C (stereo not given)	-4%	-22	i	-2%	-15	-22%	4%	-6.0%	-4%	1
COc1cc(NC(=S)NCc2ccc(S(N)(=O)=O)cc2)c(OC)cc1Cl	11%	-1	i	-4%	9	-6%	3%	-8.7%	4%	1.1
COC(=O)c1ccc(N2C(=O)C3CC(C)=C(C)CC3C2=O)cc1 (stereo not given)	-7%	-5	i	-2%	0	-3%	-1%	-2.9%	-4%	1
Cc1ccc(OCC(=O)N/N=C/c2ccncc2)cc1	1%	-1	x	-3%	0	4%	0%	-4.2%	-2%	1.1
COC(=O)C(NC(C)=O)(Nc1ccccn1)C(F)(F)F (stereo not given)	-4%	6	i	-11%	3	-9%	-2%	-2.5%	-4%	1.1
O=C(Cn1cnc2c(nnn2-c2cccc(Cl)c2)c1=O)N1CCOCC1	4%	19	i	-11%	11	x	x	-4.9%	2%	1.1
O=c1ccn(-c2cccc(C(F)(F)F)c2)nc1-c1ccn(-c2ccccc2F)n1	3%	11	i	6%	1	14%	7%	-2.5%	2%	1.1
COCCNS(=O)(=O)c1cc(F)ccc1OC	4%	-1	i	-2%	-10	4%	0%	-1.6%	6%	1.1
O=C(Cn1c(C(F)(F)F)nc2ccccc21)OCC(=O)c1c[nH]c2ccccc12	1%	-10	i	-1%	-2	-6%	9%	0.0%	-5%	1
CCc1ccc(OCC(=O)NC(=S)Nc2ccc(S(=O)(=O)NC3CCCCC3)cc2)cc1	5%	-7	i	12%	-8	7%	12%	-4.1%	7%	0.8
Cc1ccccc1OCC(=O)NNC=O	-10%	4	i	-9%	13	4%	5%	-8.6%	-5%	1.2

At a glance, part of the list above.
mol	human PMI inhibition	WT yeast gro inh	Yfh1-off respiration	LYP phosphatase	WT yeast gro inh mutant strain	P. falciparum M17LAP	P. falciparum M1AAP	XIAP displacement	human PMI inhibitors	TNAP activation fold
CCc1ccc(OCC(=O)NC(=S)Nc2ccc(S(=O)(=O)NC3CCCCC3)cc2)cc1	5%	-7	i	12%	-8	7%	12%	-4.1%	7%	0.8
Cc1ccccc1OCC(=O)NNC=O	-10%	4	i	-9%	13	4%	5%	-8.6%	-5%	1.2

New compounds follow:
mol	human PMI inhibition	WT yeast gro inh	Yfh1-off respiration	LYP phosphatase	WT yeast gro inh mutant strain	P. falciparum M17LAP	P. falciparum M1AAP	XIAP displacement	human PMI inhibitors	TNAP activation fold
Cc1cc(C(=O)OCC(=O)c2cccc([N+](=O)[O-])c2)c2ccccc2n1	10%	0	i	-1%	3	-3%	1%	-5.9%	1%	1
COc1ccc(C2CC(c3cccs3)=Nc3ccccc3S2)cc1 (stereo not given)	13%	32	i	-3%	4	16%	6%	0.0%	8%	1
O=C1N(c2ccccc2)C[C@@H]2C[C@@H](c3cccc4c3OCO4)N3CCC[C@@]123	0%	9	i	-11%	6	-3%	7%	-1.0%	-5%	1.1
CCOC(=O)CNC(=O)Nc1cc(C(C)(C)C)nn1-c1ccccc1	1%	-4	i	-15%	15	3%	4%	-2.7%	2%	1.1
COc1ccc(CCNC(=O)COC(=O)COc2ccc(C#N)cc2)cc1	-22%	-9	i	2%	0	-4%	2%	-5.1%	-19%	1.1
CN(C)Cc1ccccc1COc1ccccc1	7%	-12	i	-4%	-5	-19%	7%	-7.4%	-1%	1.2
O=C(c1cnn2c(C(F)(F)F)cc(-c3cccs3)nc12)N1CCN(Cc2ccccc2)CC1	6%	35	i	-3%	14	-11%	-6%	1.1%	8%	1.1
CS(=O)(=O)NCC(c1cccnc1)N1CCN(c2ccc(F)cc2)CC1 (stereo not given)	-15%	11	i	1%	6	2%	-4%	-2.2%	-7%	1.1
CCCNC(=S)Nc1c(C)n(C)n(-c2ccccc2)c1=O	6%	1	i	-3%	1	-4%	2%	-0.5%	0%	1.1
CSc1cc(N2CCOCC2)nc(-c2ccccc2Cl)n1	3%	-15	i	-8%	-16	-2%	0%	-2.5%	7%	1.2
CCOC(=O)C1CCN(c2nc3cc(OC)ccc3cc2C#N)CC1	21%	19	i	3%	-9	-4%	5%	-7.7%	16%	1
C/C(=N\NC(=O)CCCNc1ccc(C)cc1)c1ccccn1	2%	48	i	-2%	23	40%	-18%	-3.0%	-6%	1.1
CC(C)n1cnc2c(Nc3cccc(F)c3)nc(NCCO)nc21	x	x	i	-8%	x	0%	2%	x	x	x
CC(C)N(C(=O)CSc1nnc(NC(=O)c2cccs2)s1)C(C)C	-19%	-20	i	1%	-4	12%	4%	-3.7%	-2%	1
CCc1ccccc1N1CN(Cc2ccco2)CNC1=S	x	x	i	-2%	x	0%	-5%	x	x	x
Cc1ccccc1NC(=O)C1CC(Cl)=CCC1C(=O)O (stereo not given)	1%	-1	i	-11%	0	44%	-6%	-3.1%	0%	1.1
CCn1c(SCC(=O)Nc2ccc(OC)cc2)nc2nc3c(cc2c1=O)COC(C)(C)C3	x	x	i	4%	x	1%	3%	x	x	x
CCCCCCC(=O)Nc1ccc(Cl)cn1	2%	3	i	-10%	4	-10%	3%	-3.9%	-2%	1.1
Cc1ccc2cc3cc(C(=O)NCc4ccc5c(c4)OCO5)oc3nc2c1	4%	-4	x	2%	-60	-2%	7%	-8.0%	-1%	1.1
O=C(CCCOc1ccc(Cl)cc1Cl)N/N=C/c1ccco1	-3%	8	i	-1%	-23	-4%	8%	-5.7%	1%	1
CCOc1ccc(/C=C(\C#N)C(=O)c2c(C)[nH]c3ccccc23)cc1OC	18%	11	i	3%	-8	7%	10%	-1.2%	9%	1
Cc1cc(C)n(C(=O)CCCCCCCCC(=O)n2nc(C)cc2C)n1	-12%	4	i	-6%	-12	-2%	3%	-3.4%	-4%	1
Cc1nc2ncnn2c(C)c1Cc1cccc(F)c1	-4%	7	i	-8%	10	5%	-1%	-3.8%	-9%	1
COc1cc(/C=N/NC(=O)C(=O)N2CCCC2)ccc1O	8%	2	i	6%	-19	10%	6%	-2.1%	11%	1.1
COc1ccc2[nH]c(=O)c(CN(Cc3cccnc3)Cc3nnnn3CC3CCCO3)cc2c1 (stereo not given)	x	x	i	-7%	x	14%	-4%	x	x	x
COC(=O)CCCC1=CC2=C(c3ccccc3)C(=O)C(C)(OC(=O)C3CCCC3)C(=O)C2=CN1c1ccc(OC)cc1 (stereo not given)	x	x	i	-10%	x	10%	3%	x	x	x
CCn1cc(CN2CCc3c([nH]c4ccccc34)C2c2ccc(F)c(OC)c2)c(C)n1 (stereo not given)	10%	18	i	1%	-5	-15%	6%	3.8%	12%	1.1
COc1ccc(-c2cc(C(F)(F)F)nc(SCC(=O)Nc3cc(C)on3)n2)cc1	12%	14	i	-6%	6	7%	1%	1.5%	6%	1.1
O=C(Cn1nc(-c2ccccc2)ccc1=O)NCCN1CCN(c2cccc(Cl)c2)CC1	3%	7	i	-9%	7	1%	-2%	-4.9%	4%	1
Cc1csc(NC(=O)Nc2ccccc2[N+](=O)[O-])n1	7%	-8	i	-2%	0	18%	3%	-16%	10%	1
c1ccc(Oc2nc(NCc3ccco3)nc(NCc3ccco3)n2)cc1	4%	-5	i	-3%	-16	-7%	12%	-12%	1%	1.1
Cc1nc2ccccn2c1C(=O)N/N=C/c1ccc([N+](=O)[O-])cc1	x	x	i	-2%	x	9%	5%	x	x	x
N#C/C(=C\c1ccc(/C=C(/C#N)c2nn(CCO)c(N)c2C#N)cc1)c1nn(CCO)c(N)c1C#N	4%	2	i	-7%	0	-6%	2%	-4.9%	-7%	0.9
CCOC(=O)CCc1c(C)c2ccc(O)cc2oc1=O	16%	20	i	-30%	12	i	21%	x	23%	1.1
CCSc1nnc(CNC(=O)c2ccccc2F)n1-c1ccccc1OC	3%	-7	i	-12%	11	-3%	4%	-7.7%	10%	1
O=S(=O)(NC1CCCC1)c1ccccc1Br	x	x	i	2%	x	-9%	3%	x	x	x
Cc1cc(C)c2c(N)c(C(=O)N3CCCCCC3)sc2n1	-75%	0	i	-3%	3	1%	2%	0.6%	-126%	1.1
CCCC12CN3CCN(CC(C3)/C1=N\NC(=O)Nc1ccccc1)C2	-8%	-3	i	-10%	-8	11%	1%	-2.8%	0%	1.2
COc1ccc(CCNC(=O)CSc2nc(-c3ccc(OC)c(OC)c3)ccc2C#N)cc1	21%	2	i	-7%	-6	-10%	8%	-11%	9%	0.9
O=C(C1=C[C@@H](c2ccc3c(c2)OCO3)C[C@@H](OCc2ccc(CO)cc2)O1)N1CCOCC1	5%	-1	i	-6%	0	5%	1%	-2.3%	0%	1.1
COc1ccc2cc(CN(CC3COCCO3)S(=O)(=O)c3ccccc3)c(=O)[nH]c2c1 (stereo not given)	11%	-2	i	0%	-6	7%	-2%	-3.3%	6%	1
Cc1ccc(C(=O)NCC(=O)Nc2cccc(C(F)(F)F)c2)cc1	14%	-1	i	-5%	23	3%	3%	-0.7%	6%	1.2
CC(=O)N1CCN(CCN=CC2=C(O)CC(c3ccc(Cl)cc3)CC2=O)CC1 (stereo not given)	-1%	7	x	-6%	13	6%	4%	-4.3%	-4%	1.1
CCOc1ccc(Nc2nc(N)nc(CN3CCN(c4ccccc4F)CC3)n2)cc1	14%	21	i	-4%	-29	0%	1%	-3.2%	15%	1.1
